Source: PubChem (several laboratories)
Glyco luc inh = blocks N-linked glycosylation in D54 reporter cells. D54 ERlucT glycosylation luciferase reporter, 24 h; percent of 100 nM tunicamycin response. reporter increase, % at 12.5 µM. 0.23% of 360,000 active. AID 588692;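 active = mean luciferase reporter signal, scaled so untreated is 0 and the glycosylation-blocking control 100, at or above a set limit in every replicate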;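 note: luciferase carries N-glycosylation sites so blocking glycosylation raises the light; 0% = median of neutral control wells and 100% = median of 100 nM tunicamycin wells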
CaV13 ICDI inh = Primary screen for inhibitors of IQ motif and Ca2+-dependent inactivation inhibitor domain binding in CACNA1D, Förster resonance energy transfer in living cells, …; HEK cells, CFP/YFP FRET ICDI-IQ, plate reader, 10 min; percent FRET-ratio fall versus neutral wells; inhibition, % at 12.3 µM; 0.098% of 340,000 active;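 active = mean replicate inhibition of at least 30% and at least 1% of replicates passing that level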;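 note: 0% = median of the neutral control wells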
ABCB6 inh MLPCN = inhibitors of human ABC transporter ABCB6; AID 602162; Q9NP58; K562-ABCB6 porphyrin accumulation, flow cytometry, 1 h; active compounds read low; fluorescence ratio to DMSO, % at 10 µM; 0.19% of 360,000 active;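 active = fluorescence ratio to DMSO below 75%, the collection mean minus 3 SD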;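 note: signal is porphyrin accumulated inside mitochondria; 100% equals median channel fluorescence of DMSO control wells; lower ratio means ABCB6 inhibition with less porphyrin fluorescence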
Vif inh = inhibitors of HIV Vif | HEK293T cells, Vif self-association by quenched fluorescence, imaging, 24 h | inhibition, % at 7.49 µM | 0.35% of 340,000 active; in the data active = inhibition above about 50%, passing the limit was not always enough; note: some results filed as inactive read as strong as hits
m5-HT2A agonist = mouse HTR2A agonism via beta-arrestin recruitment | P35363 | CHO-K1 mHTR2A beta-arrestin complementation, luminescence; percent of 30 µM serotonin response | activation, % at 7.6 µM | 0.66% of 360,000 active;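 active = activation above a run cutoff, the mean activation of all tested compounds plus 3 SD, cut at about 14% in these data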;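 note: 0% = plate median of compound wells and 100% = 30 µM serotonin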
MC4R barr agon = activates human MC4R beta-arrestin recruitment; activation, % at 8.9 µM; 0.98% of 360,000 active; AID 540308; U2OS MC4R beta-arrestin complementation, luminescence; percent of melanotan II response, DMSO zero;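 active = activation above a per-plate cutoff, the mean activation of sample wells on that plate plus 3 SD, cut at about 8% in these data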
Target sequence (P32245 whole entry, looked up): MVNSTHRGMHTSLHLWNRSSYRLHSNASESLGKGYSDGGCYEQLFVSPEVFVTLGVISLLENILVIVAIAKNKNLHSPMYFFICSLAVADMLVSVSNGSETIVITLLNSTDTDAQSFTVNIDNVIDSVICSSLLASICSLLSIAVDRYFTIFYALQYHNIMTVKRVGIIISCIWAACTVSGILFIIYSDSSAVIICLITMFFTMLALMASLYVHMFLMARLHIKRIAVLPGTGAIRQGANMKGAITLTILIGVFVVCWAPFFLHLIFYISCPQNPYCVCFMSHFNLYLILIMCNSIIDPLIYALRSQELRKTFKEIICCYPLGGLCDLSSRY
aDG glyco up = alpha-DG glycosylation activation | Pro5-aDG cells, alpha-DG glycosylation AlphaScreen (IIH6); 0% Pro5, 100% B10-LARGE cell signal | activation, % at 10 µM | 0.22% of 360,000 active;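 active = activation of at least 8% versus controls, or a plate z-score of at least 8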;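 note: Pro5 are CHO cells carrying HIG-tagged alpha-DG that lacks glycosylation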
H9c2 protect = myocardial damage modulation in H9c2 cells; 0.63% of 360,000 active; protection from H2O2 cell death, % at 20 µM; AID 588492; H9c2 cardiomyocytes, H2O2 injury protection, ATPLite, 2 h;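 active = compounds giving at least 50% protection of heart cells from peroxide-induced death in the single-dose screen, raw or plate-pattern-corrected value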;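 note: 0% = DMSO wells with peroxide and 100% = DMSO wells without peroxide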
PDI inh = inhibitors of human protein disulfide isomerase. 0.052% of 350,000 active. inhibition, % at 10 µM. PDI insulin aggregation turbidity, A650, 90 min;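 active = mean inhibition across replicates of 30% or more, whatever share of single replicates reach that level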;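 note: absorbance from insulin aggregation driven by PDI reduction with DTT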
Target sequence (P07237 whole entry, looked up): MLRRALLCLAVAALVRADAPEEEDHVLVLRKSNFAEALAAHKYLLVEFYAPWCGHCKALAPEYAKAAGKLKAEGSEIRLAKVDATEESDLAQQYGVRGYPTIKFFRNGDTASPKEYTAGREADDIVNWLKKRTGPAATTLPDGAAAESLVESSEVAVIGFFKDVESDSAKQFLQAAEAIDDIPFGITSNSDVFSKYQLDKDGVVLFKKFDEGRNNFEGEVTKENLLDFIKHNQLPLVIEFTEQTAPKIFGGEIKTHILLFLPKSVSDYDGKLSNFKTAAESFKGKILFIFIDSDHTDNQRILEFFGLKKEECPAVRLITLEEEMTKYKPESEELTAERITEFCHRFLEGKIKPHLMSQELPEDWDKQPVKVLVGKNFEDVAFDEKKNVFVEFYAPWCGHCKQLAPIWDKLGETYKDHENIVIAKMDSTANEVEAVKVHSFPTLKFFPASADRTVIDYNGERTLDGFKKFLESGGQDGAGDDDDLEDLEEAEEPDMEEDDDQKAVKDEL
MC4R antag cAMP = antagonists of human melanocortin 4 receptor (MC4R) | P32245 | MC4R-expressing cells, MTII-stimulated cAMP, LANCE TR-FRET | inhibition, % at 6.5 µM | 0.48% of 360,000 active | AID 540295;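 active = inhibition above its plate's cutoff, the mean of tested wells on that plate plus 3 SD, cut at about 29% in these data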;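 note: 0% = Melanotan II alone and 100% = Melanotan II plus saturating MCL0020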
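System: U2OS cells stably expressing human melanocortin 4 receptor (MC4R). Reagent: Melanotan II challenge after compound preincubation. Doses: 6.5 µM. Times: 30-min compound, 1-h challenge, 1-h detection, room temperature. Measured by: TR-FRET with Eu-cAMP and labeled anti-cAMP, 671 nm. Replicates: singlicate.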
An asterisk follows results filed as active; / = not tested or not shown. This is a random part of the collection (roughly 3.6% active in at least one column).

SMILES	Glyco luc inh	CaV13 ICDI inh	ABCB6 inh MLPCN	Vif inh	m5-HT2A agonist	MC4R barr agon	aDG glyco up	H9c2 protect	PDI inh	MC4R antag cAMP
COc1ccc(NC(=O)CSc2nc(=O)n(CCN3CCOCC3)c3c2CCCC3)c(OC)c1	1	-7	95	-2	0	-1.1	0.0	3	13	18
Cc1cc(=O)oc(C)c1C(=O)NCCCN1CCN(c2ccccc2F)CC1	2	-10	96	3	5	0.7	0.3	5	-5	-2
O=C1COc2cc(ccc2[N+](=O)[O-])Oc2ccc(cc2Cl)C(=O)CCCCO1	-2	-9	94	-2	8	-2.2	0.3	-4	2	10
COc1ccccc1NS(=O)(=O)NC(=O)c1c(C)[nH]c2ccccc12	5	-3	99	10	-5	-1.9	-0.5	1	1	-3
CCOC(=O)C1(Cc2ccccc2)CCCN(C2CCCC2)C1 (stereo not drawn)	-1	2	97	9	-4	-1.6	0.3	10	6	-7
CC(=O)Nc1ccc(C(=O)COC(=O)CCc2ccccc2)c(F)c1	-1	-3	99	14	-4	-0.9	0.0	-5	17	5
O=C(c1ccco1)N1CCN(C(=O)c2cnn(-c3cccc(F)c3)c2C2CCNCC2)CC1	3	-6	108	11	-9	-1.3	0.2	-3	0	1
Cc1cccc(C)c1NC(=O)Cn1nc(-c2ccc(Cl)s2)ccc1=O	-1	-5	99	-2	-1	-1.2	0.0	3	4	-3
CC(C)(CNC(=O)c1ccc(-c2ccccc2Cl)o1)N1CCOCC1	2	/	95	4	-7	-0.9	0.2	-1	1	-4
O=C(O)CN1C(=O)CCS(=O)c2ccccc21 (stereo not drawn)	2	-21	98	10	-2	0.0	-0.3	3	-5	-2
Cc1[nH]c2ccccc2c1/C=N/NC(=O)c1cccc([N+](=O)[O-])c1	-2	-5	92	13	0	-0.8	0.3	13	4	6
Cc1ccc(-c2c(C(=O)O)c(C(=O)O)c3n2CCC3)cc1	1	-5	90	1	-1	-1.6	-0.1	1	7	-1
CN(C)c1ccc(NC(=O)Cc2ccccc2)c2ccccc12	-2	-18	102	0	-4	0.8	-0.1	-2	-21	-3
O=C(NC1CCCCC1)C1c2ccccc2C(=O)N1Cc1ccco1 (stereo not drawn)	1	-7	100	23	-1	-1.1	0.1	3	6	13
O=C(CCC(=O)N(CC(=O)NC1CCCC1)Cc1ccc(F)cc1)Nc1nccs1	9	-3	101	-3	0	2.4	0.1	5	12	8
COC(=O)c1cc(NS(=O)(=O)c2ccc(NCc3cccnc3)c([N+](=O)[O-])c2)cc(C(=O)OC)c1	-1	-8	102	6	2	-1.0	0.1	5	-2	4
S=C(Nc1ccc2nc(-c3ccccn3)c(-c3ccccn3)nc2c1)N1CCOCC1	0	-229	103	-14	2	-0.3	0.1	10	-5	-3
O=c1c2ccccc2n2c(=S)[nH]nc2n1-c1ccccc1	0	-3	97	0	9	-2.5	0.0	1	1	-6
O=C(CCc1ccccc1Cl)Nc1cc2c(cc1C(=O)O)OCCCO2	-1	-5	99	27	8	-0.6	-0.1	4	9	6
N#C/C(=C\c1ccco1)C(=O)NCc1ccccc1	1	/	102	5	0	-1.8	-0.5	1	1	7
COc1cc2c(cc1NC(=O)C(C)OC(=O)c1ccc(S(=O)(=O)Nc3ccccc3Cl)cc1)oc1ccccc12 (stereo not drawn)	-5	-9	97	-3	-1	0.5	-0.3	-14	-4	16
CC(NC(=O)c1ccco1)C(=O)N1CCc2ccccc2C1 (stereo not drawn)	1	/	106	-5	-1	-0.9	0.0	19	3	-2
CCOC(=O)c1c(=O)n(O)c2ccc(C)cc2[n+]1[O-]	-1	-7	95	7	4	-1.7	0.1	16	0	2
c1ccc(-c2cncn2-c2ccccc2)cc1	-1	-10	101	1	4	0.9	-0.2	-1	1	6
O=S(=O)(c1ccccc1)c1nc(-c2cccs2)oc1NCCCn1ccnc1	-1	1	95	-13	-1	0.2	-0.2	11	-6	12
CCOc1cc2[nH]c(=O)n(CCCC(=O)NCc3ccc(OC)cc3)c(=O)c2cc1OCC	1	-5	102	6	1	-0.4	-0.1	11	-2	10
Cn1cnc(S(=O)(=O)N2CCN(c3ccc(Cl)cc3)CC2)c1	-1	-7	103	2	-2	-0.8	-0.2	0	6	5
CCC1(c2ccccc2)NC(=O)N(CC(=O)N(CC(=O)Nc2ccccc2C(F)(F)F)Cc2ccco2)C1=O (stereo not drawn)	0	-14	96	-8	12	-0.7	0.0	2	-3	22
COC(=O)c1ccc(OCC2c3cc(OC)c(OC)cc3CCN2C(=O)C2CC2)cc1 (stereo not drawn)	3	-8	94	/	1	0.0	1.9	30	4	3
CCOC(=O)CSC1=Nc2ccccc2C2=NC(CC(=O)NCc3cccs3)C(=O)N12 (stereo not drawn)	0	-4	95	0	2	-1.0	0.0	8	-2	-4
COc1ccc(Cl)cc1Nc1nc(C)cc(=O)[nH]1	7	-4	97	-6	-4	-0.1	0.4	-2	-11	-3
Cc1cc(OCC(=O)N[C@@H](Cc2c[nH]c3ccccc23)C(=O)O)c2c(C)c(C)c(=O)oc2c1	1	/	95	1	-6	-1.5	0.1	-1	/	0
N=c1c2c(-c3ccccc3)c(-c3ccccc3)n(Cc3ccccc3)c2ncn1CCO	1	-5	95	3	-5	2.0	0.0	-22	3	10
CC(=O)c1cccc(NC(=O)Cn2cnc(S(=O)(=O)N3CCCCC3)c2)c1	2	-2	103	-1	-1	0.1	-0.1	6	-1	7
[O-]/[N+](=N\Nc1ccc(Cl)cc1)c1ccccc1	2	-3	99	9	-4	-2.7	-0.2	15	-1	1
Cc1cc(OCCOc2cccc3cccnc23)cc(C)c1Cl	4	-5	101	-6	0	-2.5	0.2	-14	7	2
O=S(=O)(NCCc1c[nH]c2ccccc12)c1ccc(F)cc1	0	2	96	-5	5	1.6	0.1	6	-3	23
CCS(=O)(=O)N1CCN(c2ccccn2)CC1	1	/	99	-2	-1	0.8	-0.2	2	0	-5
CCOC(=O)COc1c(/C=N\OC)cc(Cl)cc1OC	1	13	104	-8	1	-0.9	0.6	0	0	-4
CS(=O)(=O)c1ccc(NCC2CCCO2)c([N+](=O)[O-])c1 (stereo not drawn)	0	-3	93	2	3	-0.8	-0.2	0	-9	-2
CC(=O)Nc1cc(Cl)c(N=Cc2ccc(O)cc2O)cc1Cl	4	-4	115	-3	3	0.7	-0.1	46	-13	10
CCN1C(=NCc2cccc(Cl)c2)N[C@@H](c2cccc(F)c2)C(C(=O)OC)=C1C	-5	-9	99	1	-8	2.2	1.6	-6	-15	7
FC(F)(F)c1nnc2ccc(N3CCCCCC3)nn12	2	/	98	-1	5	-1.0	-0.1	0	-8	-9
CCC(C)N(C(=O)COc1ccccc1C(=O)NCc1ccccc1)C1CCS(=O)(=O)C1 (stereo not drawn)	-2	-5	100	10	3	-2.3	0.1	4	4	13
COc1ccc(OCCC(=O)Nc2ccc(S(N)(=O)=O)cc2)cc1	0	-4	99	6	-4	0.3	0.2	-4	-1	0
CCOC(=O)c1sc2ccc(S(=O)(=O)N3CCOCC3)cc2c1N	1	-4	103	-12	-1	0.9	0.4	-9	14	-3
Cc1cc(C)c(NC(=O)CNC(=O)CSc2nnc(N)s2)c(C)c1	3	-6	97	/	-3	-4.6	-0.2	2	3	3
COc1ccccc1NC(=O)c1nnn(Cc2ccccc2)c1NC(=O)C(F)(F)F	7	-3	100	6	-3	-0.9	-0.2	1	-4	0
COc1ccccc1C(=O)NC(=O)COC(=O)Cn1cnc2c1c(=O)n(C)c(=O)n2C	2	-5	104	5	6	-0.4	-0.2	2	4	-1
Cc1ccc(CNC(=O)CCc2nnc(Cc3ccc(-c4ccccc4)cc3)o2)o1	0	2	98	-8	1	2.4	0.3	-8	-2	1
CCOC(=O)Nc1ccc2c(c1)N(C(=O)CN(CC)CC)c1ccccc1CC2	0	-3	100	-1	0	-0.6	-0.1	0	12	-7
CC1CCN(c2c(NCC3CCC(C(=O)N4CCCC(C)C4)CC3)c(=O)c2=O)CC1 (stereo not drawn)	2	-6	96	-2	-8	-1.3	-0.3	-6	2	9
Cc1onc(-c2ccccc2)c1C(=O)NC(=S)NNC(=O)c1ccncc1	3	-5	103	-3	-1	0.1	-0.3	6	-2	13
COc1ccc(S(=O)(=O)Nc2ccccc2OC)cc1C	0	-14	94	-6	-4	0.0	0.1	-4	-2	0
Cc1nc(C(F)(F)F)ccc1C(=O)N1CCC1(C)C(=O)NS(=O)(=O)c1cccc(F)c1 (stereo not drawn)	0	-5	98	-12	-1	0.2	-0.4	0	-1	-1
Cc1cc(=O)oc2cc(OCC(=O)Nc3ccc(N4CCC(C)CC4)cc3)ccc12	2	-16	110	-4	1	5.7	1.4	-1	0	2
Cc1cccc(-c2noc(CCCC(=O)NC3CCCC3)n2)c1	1	-3	99	-5	6	0.2	0.3	-5	6	1
CCN(CC)S(=O)(=O)c1ccc(C(=O)Oc2ccc3c(c2)OCO3)cc1	-1	-3	99	9	-6	-1.5	0.1	-1	4	-6
O=C(CN(CC1CCCO1)C(=O)CNS(=O)(=O)c1ccc(Cl)cc1)NCc1ccco1 (stereo not drawn)	2	-6	88	7	-11	-0.7	0.0	0	2	0
FC(F)(F)c1ccccc1/C=N/N1CCN(Cc2ccccc2)CC1	0	-3	96	-2	-4	-0.1	-0.1	-7	-2	0
The results go on.
SMILES	Glyco luc inh	CaV13 ICDI inh	ABCB6 inh MLPCN	Vif inh	m5-HT2A agonist	MC4R barr agon	aDG glyco up	H9c2 protect	PDI inh	MC4R antag cAMP
CCc1c(C)sc(NC(=O)Cn2nc(C(F)(F)F)c3c2CCCC3)c1C#N	3	-3	101	-1	-1	10*	0.2	-14	-2	4
CC1(C)C(=O)C=CC(=O)C(C)(C)C(=O)C=CC(=O)C(C)(C)C2=CC=C(O2)C(C)(C)C(=O)C=CC1=O	12	-6	91	-5	-7	-0.8	-0.2	-14	3	0
O=C(COc1ccccc1)Nc1c2c(nn1-c1ccc(F)cc1)CS(=O)C2 (stereo not drawn)	2	-11	101	11	3	1.6	-0.1	4	-2	-3
Cc1cccc(C)c1NC(=O)NC1(C(=O)N2CCCCC2)CCCCC1	1	-3	168	-2	10	-0.5	0.0	-1	5	2
Cc1ccc(CC(=O)NCCc2ccc(S(N)(=O)=O)cc2)cc1	0	-1	93	3	-3	-1.0	-0.1	2	1	-7
CC(C(=O)N1CCCc2c1c(=O)oc1ccc(O)cc21)N1CCc2ccccc2C1 (stereo not drawn)	-1	/	101	-11	-7	-0.3	0.9	-6	10	-5
O=C(N/N=C/c1ccsc1)c1c[nH]c2ccccc12	0	-6	103	-2	-5	-3.0	0.2	-2	13	5
